Compound activity from PubChem.
SARS 3CLpro inh: SARS-CoV 3CLpro protease inhibition | P0C6X7 | recombinant SARS-CoV 3CLpro, quenched FRET peptide cleavage | inhibition, % at 6 µM | 290,000 compounds, 0.14% hits | AID 1706; in the data active = inhibition above about 12%
Rv3671c protease: Rv3671c (M. tuberculosis) protease inhibition | P9WHR9 | inhibition, % at 5.96 µM | 320,000 compounds, 0.048% hits; in the data active = inhibition above about 38%;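 note: extracellular domain of Rv3671c used as enzyme; 0% = enzyme with DMSO and 100% = no enzyme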
Target sequence (P9WHR9 whole entry, looked up, the tested form may be a part): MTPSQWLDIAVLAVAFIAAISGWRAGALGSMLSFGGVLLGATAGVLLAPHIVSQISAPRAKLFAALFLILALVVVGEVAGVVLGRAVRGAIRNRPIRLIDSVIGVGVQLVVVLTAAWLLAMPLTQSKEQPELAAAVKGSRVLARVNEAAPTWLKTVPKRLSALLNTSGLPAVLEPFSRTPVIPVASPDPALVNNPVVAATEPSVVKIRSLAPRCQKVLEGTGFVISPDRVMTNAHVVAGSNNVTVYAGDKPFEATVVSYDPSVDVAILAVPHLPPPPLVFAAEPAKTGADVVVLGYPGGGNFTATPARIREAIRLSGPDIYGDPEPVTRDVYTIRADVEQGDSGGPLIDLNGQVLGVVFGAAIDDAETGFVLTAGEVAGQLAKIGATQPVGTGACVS
Anthrax LF inh2: inhibitors of Bacillus anthracis lethal factor protease; P15917; multiplex microsphere protease cleavage assay, LF; inhibition, % at 10 µM; 360,000 compounds, 0.12% hits; note: plate controls were buffer without enzyme for full effect and enzyme alone for no effect
MazEF act: MazEF (E. coli) toxin RNase activation. activation, % at 20 µM. 350,000 compounds, 0.32% hits. AID 504720. FAM/BHQ RNA-DNA oligo cleavage fluorescence, 5 h; in the data active = activation above about 50%
Target sequence (P0AE70 whole entry, looked up): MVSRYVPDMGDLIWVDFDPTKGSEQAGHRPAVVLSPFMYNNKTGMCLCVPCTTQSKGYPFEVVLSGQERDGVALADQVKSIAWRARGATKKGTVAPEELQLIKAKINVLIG
VHR inh abs: DUSP3 (human) phosphatase inhibition | recombinant VHR phosphatase, pNPP absorbance | inhibition, % at 13.3 µM | 290,000 compounds, 0.52% hits | AID 1654; in the data active = inhibition above about 50%; note: some compounds called inactive have numbers as strong as hits
Target sequence (P51452 whole entry, looked up): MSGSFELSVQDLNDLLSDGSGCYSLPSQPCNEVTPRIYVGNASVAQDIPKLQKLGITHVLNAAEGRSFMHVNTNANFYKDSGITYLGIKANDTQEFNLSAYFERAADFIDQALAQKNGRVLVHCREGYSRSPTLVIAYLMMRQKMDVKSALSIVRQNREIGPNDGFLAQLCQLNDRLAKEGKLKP
BoNT A protease: inhibitors of Botulinum neurotoxin A light chain protease; multiplex microsphere protease substrate cleavage, flow cytometry; inhibition, % at 10 µM; 360,000 compounds, 0.17% hits; AID 588499; note: plate controls were buffer without enzyme for full effect and enzyme alone for no effect
PrPC TRFRET: inhibitors of human cell surface prion protein PrPC. P04156. inhibition, % at 13.8 µM. TR-FRET read-out. 370,000 compounds, 0.43% hits. AID 720596; in the data active = inhibition above about 24%; note: 0% = median of the test wells and 100% = reference compound wells
BoNT F protease: inhibitors of Botulinum neurotoxin F light chain protease | Multiplex microsphere protease cleavage assay, flow cytometry | inhibition, % at 10 µM | 360,000 compounds, 0.22% hits | AID 588497; in the data active = inhibition above about 35%, passing the limit was not always enough; inconclusive = no clear call, values can overlap the other calls; note: plate controls were buffer without enzyme for full effect and enzyme alone for no effect
PriA SSB inh: blocks PriA binding to SSB C-terminal tail; AlphaScreen SSBct-PriA binding, biotinylated peptide; inhibition, % at 33 µM; 430,000 compounds, 0.6% hits; AID 1272365; in the data active = inhibition mostly above about 37%, no sharp cut-off; inactive = mostly below about 20%;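 note: plate controls were negative control peptide for no effect and reference peptide for full effect; strong numbers were not always called active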
CCHF vOTU inh: blocks the CCHF virus ovarian tumor domain protease; CCHFV vOTU protease, Pep-AMC fluorescence; inhibition, % at 11.5 µM; 370,000 compounds, 0.55% hits; AID 651958; in the data active = inhibition above about 30%; note: 0% = vehicle wells with enzyme and 100% = no enzyme wells
The depositor's hits bear a star; u = inconclusive; x = no result given. Cut-off read from the data, not from the text of the source, unless noted: active = inhibition above about 30%; inconclusive = no clear call, values can overlap the other calls; inactive = below that. These rows are one share of the data; rates above refer to the full screens.

SMILES | SARS 3CLpro inh | Rv3671c protease | Anthrax LF inh2 | MazEF act | VHR inh abs | BoNT A protease | PrPC TRFRET | BoNT F protease | PriA SSB inh | CCHF vOTU inh
O=c1cccccc1NN=C1CCCCC1 | 2 | -1 | -2 | -5 | 21 | u | -5 | u | -14 | 5
Cc1cc(C)nc(SCC(=O)NNS(=O)(=O)c2ccc(C#N)cc2)n1 | x | x | 0 | 3 | x | -3.2 | 5 | u | -1 | 16
O=C(Nc1ccc(-c2nc3ccccc3o2)cc1)c1cc(-n2cnnc2)ccc1Cl | 1 | -21 | -1 | -26 | 4 | 0.0 | 6 | -2 | -1 | -2
CN(C(=O)c1cccs1)c1ccccc1C(=O)O | 2 | -1 | x | 8 | 18 | x | -1 | x | -8 | -11
Cc1cc(NC(=O)c2cc(C3CC3)on2)n(-c2ccccc2)n1 | 1 | 2 | -4 | 4 | 7 | 1.3 | -6 | 4 | -17 | -6
O=C(CSc1nnc(NC(=O)Cc2ccccc2)s1)NCC1CCCO1 (configuration not stated) | 1 | 3 | 0 | 2 | 4 | -0.3 | -9 | -3 | -6 | 8
Cc1cccc(C2N=C(N)Nc3nc4ccccc4n32)c1 (configuration not stated) | 1 | 0 | -2 | 0 | 31 | u | -4 | u | -1 | 1
O=S(=O)(O)c1cc2oc(-c3ccccc3)nc2c2ccccc12 | x | 4 | -5 | -4 | x | 0.4 | -3 | 0 | 2 | -109
CCCCNC(=O)CN(C1CCCCC1)S(C)(=O)=O | -4 | 6 | -7 | -3 | -13 | -0.4 | 0 | -1 | -10 | -3
COc1ccc(S(=O)(=O)N2CCC(C(=O)NCC3CCCCC3)CC2)cc1 | 3 | -4 | 2 | 6 | 6 | -0.5 | 0 | -7 | -2 | -6
O=C(COc1ccccc1Cl)Nn1cnnc1 | -9 | 0 | 4 | 4 | 15 | -0.5 | -4 | -5 | -14 | 8
CCOP(=O)(OCC)C(NC(=O)c1cccc([N+](=O)[O-])c1)C(Cl)(Cl)Cl (configuration not stated) | -3 | 11 | -1 | 2 | 14 | -0.4 | -5 | -5 | -5 | -10
Cc1c(C2Nc3ccccc3C(=O)N2O)cnn1C (configuration not stated) | 2 | -4 | 1 | 2 | -9 | -0.1 | -7 | -4 | 2 | 0
CCP(=S)(CC)c1ccc(N(C)C)cc1 | -2 | -4 | 0 | 3 | -1 | -0.9 | 2 | -1 | -14 | 6
CS(=O)(=O)N1CCCCC1c1cc(C(=O)Nc2ccccc2Cl)no1 (configuration not stated) | x | x | 0 | x | x | -0.3 | -6 | -6 | x | 3
CCCCC(=O)NC(c1ccco1)c1cc(Cl)c2cccnc2c1O (configuration not stated) | 1 | 0 | 2 | -1 | 4 | -0.6 | 4 | 0 | 7 | 5
N/C(=N\O)C1COc2ccccc2O1 (configuration not stated) | -6 | 0 | -5 | 6 | 18 | 0.3 | -2 | -2 | x | -2
CCOc1ccc(CCN2C(=S)N([C@@H](Cc3ccccc3)CN3CCC[C@@H]3CN3C(=S)NC[C@@H]3CC(C)C)C[C@@H]2Cc2ccccc2)cc1 | x | x | -8 | x | x | -0.1 | 12 | -2 | x | 15
O=C(O)CCNC(=O)c1ccc(NC(=O)C(c2ccccc2)c2ccccc2)cc1 | -4 | 1 | 1 | 5 | -5 | -1.1 | -1 | 16 | 2 | -3
Nc1ncnc2nc(SCCC(=O)O)[nH]c12 | 2 | -15 | 3 | 5 | 9 | -0.6 | 0 | -2 | -2 | -10
COc1ccc(Cc2n[nH]c(=S)o2)cc1 | 2 | -2 | -6 | 5 | 20 | -0.4 | -1 | -4 | 6 | -6
O=c1[nH]c(CSc2nnc(-c3ccccc3)n2-c2ccccc2)nc2ccccc12 | 4 | -4 | 2 | 0 | 43 | -0.3 | 9 | -8 | -13 | 0
Cc1ccc2cc(CN(c3ccccc3)S(=O)(=O)c3ccccc3)c(=O)[nH]c2c1 | 3 | -2 | -1 | 1 | -10 | -0.7 | -8 | 3 | -5 | -14
CCCCOc1ccc(N=Cc2ccc[nH]2)cc1 | -1 | 5 | 1 | 0 | 14 | 0.2 | -2 | u | -1 | 7
Cc1nc2sc(C(c3cccs3)N3CCN(Cc4ccccc4)CC3)c(O)n2n1 (configuration not stated) | 3 | 5 | -11 | -16 | 16 | -0.7 | -17 | 8 | -6 | -2
Cc1ccc(C)c(NC(=O)C(Sc2nnc(-c3cccs3)o2)c2ccccc2)c1 (configuration not stated) | 1 | 5 | 0 | 1 | 27 | 0.8 | 2 | 13 | 3 | -5
Cc1ccccc1-c1cc(C(=O)NCC2CC2)n(CC2CC(c3cccnc3)=NO2)n1 (configuration not stated) | x | 12 | 2 | 3 | x | 0.2 | -6 | -6 | -2 | 1
Fc1cccc(Cl)c1/C=N/Nc1ccccn1 | 2 | 3 | 0 | 0 | 11 | 0.0 | 3 | 1 | x | -6
CCCc1c(C(=O)N/N=C/c2ccc(C)s2)nnn1-c1nonc1N | 8 | 0 | 0 | -4 | -31 | -0.7 | -1 | -1 | x | -14
COc1ccccc1CC1(C)C(=O)Nc2ccc(S(=O)(=O)NC3CCCCC3)cc21 (configuration not stated) | x | x | 2 | x | x | -0.1 | 18 | -6 | x | 24
COc1ccccc1NC(=O)c1c[nH]c2ccccc12 | 3 | -6 | 7 | -17 | 24 | 0.2 | 12 | 0 | -1 | 12
COC(=O)c1cccc(NC(=O)c2ccc3c(c2)C(=O)N(Cc2cccnc2)C3=O)c1C | 6 | -6 | 1 | 5 | 22 | 2.1 | 0 | 9 | 4 | 4
O=C(NC1=NCCS1)c1csc2ccccc12 | 0 | -2 | 1 | -1 | -2 | 8.4 | 5 | -1 | -19 | -8
O=C(CN1C(=O)S/C(=C\c2cc(Cl)c(O)c(Cl)c2)C1=O)Nc1ccccc1 | 5 | -10 | -4 | 6 | 19 | -2.4 | 5 | 2 | 2 | 3
COCc1[nH][nH]c(=O)c1C=Nc1ccccc1 | 4 | 4 | -4 | 8 | 3 | -0.4 | 2 | -6 | 0 | -10
Cc1ccc(C)c(Nc2c(F)c(F)c(F)c(F)c2C(=O)O)c1 | 10 | -4 | 0 | -2 | 13 | -0.3 | -4 | -1 | -22 | 6
CC(=O)Oc1oc(-c2ccccc2)nc1/C=N/c1ccccn1 | 5 | -11 | -5 | -4 | -4 | -0.4 | -11 | 7 | x | -6
COc1cccc(CNC(=O)c2ccc(S(=O)(=O)N3CCCCC3)cc2)c1 | x | x | -4 | 3 | x | 0.2 | -4 | -1 | x | -3
FC(F)(F)c1ccccc1NC(=S)Nc1cccc(Cl)c1 | 0 | 2 | -2 | 0 | 19 | -0.1 | 4 | -4 | -3 | -9
O=C1c2ccccc2C(=O)N1c1cc([N+](=O)[O-])ccn1 | 5 | -6 | -4 | 5 | -28 | 0.6 | 6 | 20 | -5 | -5
OC(c1cccc(CN2CCCCC2)c1)c1ncc(-c2ccccc2Cl)[nH]1 (configuration not stated) | x | x | -5 | x | x | -0.2 | -5 | -6 | x | -15
Clc1ccc(OCCCn2ccnc2)c(Br)c1 | -3 | 2 | 1 | 6 | 2 | 0.2 | 14 | -1 | 9 | -5
CC(=O)N[C@@H](C)C(=O)OC(C)C(=O)Nc1cccc([N+](=O)[O-])c1 (some centres not stated) | 0 | x | -2 | -18 | 17 | -0.2 | -7 | -1 | -7 | 2
Cc1cccc([C@@H]2[C@@H]3C(=O)N(Cc4ccccc4)C(=O)[C@@H]3[C@]3(Cc4ccccc4)C(=O)N(c4ccc(C(F)(F)F)cc4)C(=O)N23)c1 | x | -23 | -4 | -3 | x | 0.1 | 0 | -8 | 7 | 16
COCC1CCN(C(=O)c2cc(COc3ccc(-n4cncn4)cc3)on2)CC1 | 0 | 0 | -4 | -3 | 24 | 1.1 | -3 | 2 | -8 | 11
O=C(CCCc1ccccc1)NCc1ccc(Cl)cc1 | -1 | 3 | x | 9 | -27 | x | 2 | x | -16 | -9
CCN1CCN(c2ccc(S(=O)(=O)N3CCOCC3)cc2NC(=O)c2cccc([N+](=O)[O-])c2)CC1 | x | 9 | 4 | 3 | x | -0.8 | -24 | 4 | -5 | 10
CCOc1cc(/C=N/NC(=O)c2nnn(-c3nonc3N)c2C)ccc1OCc1ccc(F)cc1 | -1 | 2 | 0 | -73 | 22 | -1.0 | 0 | 2 | x | 6
CCN(CC)S(=O)(=O)c1ccc(NC(=O)c2nc3nc(C)cc(C)n3n2)cc1 | 2 | 2 | x | x | -1 | x | -7 | x | x | 11
CCOC(=O)c1c(-c2ccccc2)nnn1-c1nc(OC)nc(N2CCOCC2)n1 | -5 | -4 | -1 | 10 | 26 | -0.1 | 4 | -2 | 2 | 20
CCOC(=O)C1CCN(c2c(Nc3cc(C)cc(C)c3)c(=O)c2=O)CC1 | -4 | -2 | -1 | -4 | 3 | -0.1 | 2 | -2 | 11 | 8
CCC(C)N1CCN(S(=O)(=O)Cc2ccccc2)CC1 (configuration not stated) | 7 | 0 | 2 | -14 | 17 | -2.5 | -6 | 16 | -8 | 14
O=C(COC(=O)c1ccccc1F)NC(=O)NC1CCCC1 | x | 0 | -3 | -3 | x | 0.5 | 5 | 0 | -19 | 0
COc1cc2c(cc1OC)CN(C(=O)COc1ccc(C)c(C)c1)CC2 | 2 | -14 | 2 | 4 | 13 | 0.5 | -3 | -3 | -4 | -3
S=C1NCCOCCNC(=S)NCCOCCOCCN1 | 1 | 1 | -1 | 3 | 23 | -0.7 | 11 | -4 | -1 | 3
O=[N+]([O-])c1ccc(CNC2CCCc3ccccc32)cc1 (configuration not stated) | -3 | 4 | 0 | 1 | 21 | 0.7 | -1 | -2 | -13 | -29
CCN(CC)/C(Sc1ccccc1)=C(/C(Cl)=C(Cl)Cl)[N+](=O)[O-] | 3 | -5 | -1 | -12 | 6 | -0.1 | 12 | -8 | 4 | 5
O=C(NCCc1nnc2ccc(N3CCCCCC3)nn12)c1ccccc1 | 7 | -1 | -2 | 2 | 10 | -0.7 | 1 | 2 | -2 | 17
O=C(COC(=O)CNS(=O)(=O)c1ccc(Br)cc1Cl)NC1CC1 | x | 5 | -4 | 2 | x | 1.0 | -4 | 10 | -8 | -5
Cc1ccc(C(=O)OCC(=O)Nc2ccccc2)cc1S(=O)(=O)N1CCCCC1 | x | -14 | 0 | 10 | x | 1.3 | 1 | 3 | 0 | 0
CCCCCn1c(CNC(=O)CC)nc2ccccc21 | -2 | 3 | 0 | 8 | 19 | -0.9 | -7 | -2 | -5 | 1
O=C1/C(=C/c2ccc(F)cc2)SC(=S)N1CCCC(=O)N1CCCCC1CCO (configuration not stated) | -1 | -19 | -6 | -11 | 43 | -0.8 | -1 | 0 | 11 | 21
O=C(CNS(=O)(=O)c1cccs1)NCCc1ccc(Cl)cc1 | -2 | 2 | 6 | 3 | 7 | -2.0 | 4 | 19 | -7 | -6
